NCI-60 one-dose screen, 48 h, at 10 µM unless noted. Numbers give growth in % (100 = growth as untreated, 0 = no growth, -100 = all killed).
NCI/ADR-RES: NCI/ADR-RES ovarian cells; 81,000 tested, 4.4% active
OVCAR-4: OVCAR-4 ovarian cancer cells. 80,000 tested, 3.7% active
SK-OV-3: SK-OV-3 ovarian cancer cells. 80,000 tested, 3.2% active. AID 1794785
OVCAR-5: OVCAR-5 ovarian cancer; 82,000 tested, 2.9% active; AID 1794783
DU-145: DU-145 prostate cancer; 81,000 tested, 4.2% active; AID 1794760
IGROV1: IGROV1 ovarian cancer | 79,000 tested, 4.7% active | AID 1794786
OVCAR-8: OVCAR-8 ovarian cancer. 81,000 tested, 4.4% active
OVCAR-3: OVCAR-3 ovarian cancer. 79,000 tested, 7% active
The depositor's hits bear a star; nt = not tested or not shown; & = joins results of further samples; [ ] = dose if it differs, or a comment. Rule for the calls: active = growth percent below 10; inactive = the rest.

SMILES	NCI/ADR-RES	OVCAR-4	SK-OV-3	OVCAR-5	DU-145	IGROV1	OVCAR-8	OVCAR-3
COc1cc(C2CC(c3ccc4c(c3)OCO4)=NN2C(C)=O)cc(OC)c1OC (stereo not drawn)	4.0*	54.5	10.6	nt	13.7	nt	42.0	-5.7*
CCOC(=O)C1=C(C(F)(F)F)NC(=S)NC1CN1C(=O)c2ccccc2C1=O (stereo not drawn)	112.4	116.7	116.9	95.7	114.9	104.1	116.4	108.0
C=CCn1c(SCC(=O)Nc2ccc(Cl)cc2)nnc1-c1ccc(Cl)cc1	92.7	99.2	94.5	88.3	96.4	93.6	102.7	nt
N#Cc1c(NC(=O)c2cccc(C(F)(F)F)c2)sc2c1CCC(=O)C2	7.0*	-80.7*	3.5*	12.9	24.0	-50.7*	10.4	-46.8*
O=C1CCC(Nc2ccc3cccc(O)c3n2)N1 (stereo not drawn)	98.5	116.1	103.1	100.6	111.4	103.0	104.5	109.0
Nc1ccc(S(=O)(=O)NC2C(O)OC(CO)C(O)C2O)cc1 (stereo not drawn)	113.8	127.1	93.9	91.8	112.7	102.0	102.0	98.8
Clc1ccc(-c2nc(-c3c[nH]c4ncccc34)cs2)cc1	41.2[100 µM]	28.3[100 µM]	29.3[100 µM]	73.7[100 µM]	79.6[100 µM]	72.7[100 µM]	29.7[100 µM]	68.7[100 µM]
CC1(C)N=C(N)N=C(N)N1c1cccc(Br)c1	nt	49.7	44.3	nt	53.4	54.9	33.1	52.8
Cc1cc(Cl)ccc1Nc1nc(C(F)(F)F)ccc1C(=O)N/N=C/c1ccc(Cl)cc1	4.3*	0.5*	-15.4*	6.6*	nt	nt	11.2	1.3*
CS(=O)(=O)Nc1cncc(-c2ccc3ncnc(Nc4cncc(Cl)c4)c3c2)c1	95.7	108.3	81.8	74.3	88.4	69.8	87.1	52.9
Cc1ncc(C(=O)O)c(C(=O)O)c1N	118.6&98.7	100.2&103.2	103.0&111.7	126.4&105.4	111.9&106.8	107.6	67.8&103.9	nt
C#CC(C)(O)c1ccccc1 (stereo not drawn)	110.5	107.0	108.9	99.3	114.5	117.3	100.6	107.2
COc1ccc(C2=NN(c3ccc(Cl)cc3)C(c3cccc(Nc4ccnc5cc(Cl)ccc45)c3)C2)cc1 (stereo not drawn)	76.1	72.8	74.9	108.4	91.1	84.4	95.4	83.8
N#Cc1c(-c2ccccc2Br)cc(-c2ccc(Br)s2)[nH]c1=O	105.7	98.7	nt	97.8	111.3	103.6	103.7	108.9
COc1ccc(/C=C/C(=O)c2ccc(NC(=O)CSc3nnc(-c4c[nH]c5ccccc45)n3-c3ccccc3)cc2)cc1	99.3	89.3	101.4	107.2	85.4	77.7	93.2	85.4
O=S(=O)(O)c1cc(N=Nc2cc(S(=O)(=O)O)c3cccnc3c2O)ccc1/C=C/c1ccc(N=Nc2cc(S(=O)(=O)O)c3cccnc3c2O)cc1S(=O)(=O)O	109.5	117.1	114.0	64.1	87.8	83.7	nt	104.1
O=C1/C(=C2\SC(=S)N(Cc3ccccc3)C2=O)SC(=S)N1Cc1ccccc1	100.1	102.3	102.8	100.4	109.2	99.2	101.1	107.8
Cc1ccc(C2=C(C#N)C3(C(=O)N(Cc4ccccc4)c4ccccc43)c3c(-c4ccccc4)nn(-c4ccccc4)c3N2)cc1 (stereo not drawn)	92.5	108.7	118.9	98.6	113.8	95.0	110.0	123.6
Cc1ccc(NC(=O)Nc2c(Cl)cccc2Cl)cn1	105.0	135.2	116.3	118.5	123.1	85.9	111.3	105.9
CCOC(=O)c1c(Cl)c(Cl)c(Cl)c(Cl)c1C(=O)OCC	116.3	106.4	106.1	93.0	118.8	nt	108.7	99.8

No new results follow: entries from further up.
SMILES	NCI/ADR-RES	OVCAR-4	SK-OV-3	OVCAR-5	DU-145	IGROV1	OVCAR-8	OVCAR-3
C#CC(C)(O)c1ccccc1 (stereo not drawn)	110.5	107.0	108.9	99.3	114.5	117.3	100.6	107.2
COc1ccc(C2=NN(c3ccc(Cl)cc3)C(c3cccc(Nc4ccnc5cc(Cl)ccc45)c3)C2)cc1 (stereo not drawn)	76.1	72.8	74.9	108.4	91.1	84.4	95.4	83.8
N#Cc1c(-c2ccccc2Br)cc(-c2ccc(Br)s2)[nH]c1=O	105.7	98.7	nt	97.8	111.3	103.6	103.7	108.9
COc1ccc(/C=C/C(=O)c2ccc(NC(=O)CSc3nnc(-c4c[nH]c5ccccc45)n3-c3ccccc3)cc2)cc1	99.3	89.3	101.4	107.2	85.4	77.7	93.2	85.4

Further structures
SMILES	NCI/ADR-RES	OVCAR-4	SK-OV-3	OVCAR-5	DU-145	IGROV1	OVCAR-8	OVCAR-3
CCOC(=O)c1c2c(c(C)n1Cc1ccccc1)-c1[nH]ncc1CC2	nt	88.1	106.5	nt	125.3	95.7	86.9	117.1
C=CCNC(=S)/N=C/C(C(=O)Nc1ccccc1C)=C(\C)O	100.8	106.3	94.9	114.1	nt	100.8	104.6	106.4
CC/C=C\C[C@H](F)C/C=C1/C(=O)C=C[C@@H]1C/C=C\CCCC(=O)OC	14.2	24.2	50.3	68.2	25.7	10.6	-15.4*	-13.2*
CC1=NN(C(=O)Cn2c(C)nc3ccccc3c2=O)C(=O)C1	100.6	106.0	95.6	97.4	115.0	93.6	100.7	99.7
CCOC(=O)CNC(=O)CN(CC(=O)OC)C(=O)[C@@]1(C)CCC[C@]2(C)[C@H]3C[C@H]4C(C(C)C)=C[C@]3(CC[C@H]21)[C@@H]1C(=O)CCC(=O)[C@@H]14	89.5	91.9	99.6	101.7	116.9	100.5	101.6	103.2
C[C@H]1[C@H]2C3=CC[C@@H]4[C@@]5(C)CCC(=O)NC(C)(C)[C@@H]5CC[C@@]4(C)[C@]3(C)CC[C@@]2(C(N)=O)CC[C@@H]1C	95.0	106.5	85.2	92.3	96.9	94.5	100.7	115.2
NNC(=O)C(=O)N=Cc1ccc([N+](=O)[O-])o1	104.8	nt	107.9	122.1	116.1	107.5	99.3	122.9
CC(=O)OCCCCC[n+]1ccc(SCC(=O)n2ccc3ccccc32)c2ccccc21	98.3	107.9	101.6	103.1	105.1	87.0	98.7	106.9
O=C(CSc1nc2ccccc2c(=O)n1-c1ccc(Cl)cc1)N/N=C/c1ccc(N2CCOCC2)cc1	102.1	103.4	105.5	104.5	102.1	105.5	104.7	113.2
COc1ccc(C2=NOC(C(=O)N(CCO)CCO)C2)cc1OC1CCCC1 (stereo not drawn)	105.8	100.6	nt	93.2	106.5	103.1	102.2	112.3
COc1ccc2c(c1)oc1c(C)c3c(c(C)c12)C(=O)N(CCCCCC#N)C3=O	92.0	98.9	99.1	96.7	98.1	83.9	96.2	110.8
COc1ccc(-c2nn(-c3cccc(NC(=O)c4cccc(C(F)(F)F)c4)c3)cc2-c2ccncc2)cc1Cl	15.2	60.7	37.8	55.8	50.5	42.4	33.0	11.9
COc1ccc(-c2nc3sccn3c2/C=C/C(=O)c2cc(F)cc(F)c2)cc1	78.0	66.2	75.3	102.3	86.2	nt	80.7	54.7
COc1ccc(/C(=C/c2cc(OC)c(OC)c(OC)c2)c2nn[nH]n2)cc1OC	103.6	93.1	94.4	102.0	105.6	106.6	100.8	117.8
COC(=O)C[C@](O)(CCCC(C)(C)O)C(=O)O[C@H]1C(OC)=C[C@@]23CCC(=O)N2CCc2cc4c(cc2[C@@H]13)OCO4	102.4	90.1	102.7	102.1	102.8	93.0	106.8	94.8
CC(=NCCN)c1nc2ccccc2n1CCBr	95.0	101.9	97.7	84.1	118.6	105.5	94.9	115.0
Cc1c(C(=O)N[C@H]2CCCN(Cc3ccccc3)C2)[nH]c2ccc(Cl)cc2c1=O	99.9	74.6	99.9	96.6	101.4	86.8	93.4	100.2
C=C(C)[C@@H]1CC[C@]2(COCCCN)CC[C@]3(C)[C@H](CC[C@@H]4[C@@](C)(CCCNCCCN)[C@H](C(=C)C)CC[C@]43C)[C@@H]12	-53.6*[100 µM]	nt	-60.4*[100 µM]	-63.6*[100 µM]	-83.4*[100 µM]	-58.6*[100 µM]	-56.7*[100 µM]	-53.3*[100 µM]
COc1ccc2nc3ccccc3c(NCCNCC(C)O)c2c1 (stereo not drawn)	73.6	11.8	-3.4*	1.6*	9.5*	4.2*	-3.0*	nt
O=C(O)CC1CCC1CC(=O)O (stereo not drawn)	100.2	101.2	100.3	126.1	98.0	105.7	102.1	102.8

Complete entries from above. Order of values: NCI/ADR-RES	OVCAR-4	SK-OV-3	OVCAR-5	DU-145	IGROV1	OVCAR-8	OVCAR-3
CC(=NCCN)c1nc2ccccc2n1CCBr across the screens: 95.0	101.9	97.7	84.1	118.6	105.5	94.9	115.0
O=C(O)CC1CCC1CC(=O)O (stereo not drawn) across the screens: 100.2	101.2	100.3	126.1	98.0	105.7	102.1	102.8
Cc1ccc(C2=C(C#N)C3(C(=O)N(Cc4ccccc4)c4ccccc43)c3c(-c4ccccc4)nn(-c4ccccc4)c3N2)cc1 (stereo not drawn) across the screens: 92.5	108.7	118.9	98.6	113.8	95.0	110.0	123.6

New compounds follow
SMILES	NCI/ADR-RES	OVCAR-4	SK-OV-3	OVCAR-5	DU-145	IGROV1	OVCAR-8	OVCAR-3
O=CNc1cccc(Cl)c1Cl	108.8	103.4	109.5	101.7	99.9	112.0	94.6	103.7
CC(C)(C)OC(=O)NC(CCCNC(=O)OCc1ccccc1)C(=O)O (stereo not drawn)	105.8	100.2	92.3	100.9	118.7	nt	109.6	113.0
Cc1cc(=O)n(C(=S)Nc2ccc(Cl)cc2)c2cc(O)ccc12	103.2	92.5	79.1	101.2	108.7	101.8	101.3	100.1
COc1cc(C(=O)/C=C/c2c(-c3ccc(Cl)cc3)nc3sc(-c4ccccc4)c(-c4ccccc4)n23)cc(OC)c1OC	88.2	68.4	98.6	100.2	98.9	114.0	85.5	76.8
CC/C(=C(/CC)c1ccc(O)cc1)c1ccc(O)cc1	40.8	76.8	38.4	89.4	84.1	82.4	80.1	62.1
Oc1ccc([S+](c2ccc(O)cc2)c2ccc(O)cc2)cc1	111.6	107.2	105.9	100.9	119.9	110.5	94.3	114.4
CCCCCOC(=O)N1CCCCC1	108.2	100.3	92.4	119.5	116.6	98.9	100.9	108.2
CCCCCCCCSc1ncnc2c1ncn2CO	86.8	60.3	83.1	102.8	90.9	93.3	90.4	78.2
CCCN(CCC)C(=O)[C@@H](CC)[C@@H]1CC[C@@H](C)[C@@H]([C@H](C)[C@@H](O)[C@@H](C)C(=O)[C@H](CC)C2O[C@]3(C=CC(=O)[C@]4(CC[C@@](C)([C@H]5CC[C@](O)(CC)[C@H](C)O5)O4)O3)[C@H](C)C[C@@H]2C)O1 (stereo partly drawn)	101.8	103.6	98.2	95.5	104.8	90.6	93.3	109.3
Cc1[nH]n(C(=O)c2ccccc2)c(=O)c1N=Nc1ccc(S(=O)(=O)N=C(N)N)cc1	106.0	106.7	113.5	103.7	110.0	105.4	97.1	109.7
COc1ccc(C(=S)N2CCN(c3ccccc3Cl)CC2)cc1	93.2	100.5	99.3	95.4	108.1	91.5	98.2	97.8
CNS(=O)(=O)Oc1ccc(NC(=O)C2CCCCC2)cc1	106.5	119.3	106.7	103.8	100.0	105.4	101.9	104.3
Cc1nc2c(cnn2-c2ccccc2)c(=O)n1-c1ccc(NC(=O)c2ccc(F)cc2)cc1	42.8	40.1	111.1	97.9	80.7	73.5	63.7	85.4
O=C(CC(c1ccccc1)c1ccccc1)CC(c1ccccc1)c1ccccc1	86.0	82.6	89.9	128.6	95.5	99.7	98.7	86.6
Cn1ccc(N)nc1=O	105.5	101.3	108.2	113.7	113.0	107.1	95.4	112.7
CS(=O)(=O)c1ccc(/C(=N/NC(N)=S)c2ccc(F)cc2)cc1	102.4	103.6	111.9	104.4	107.8	101.2	102.6	107.6
Nc1ncnc2c1N=C(c1ccc3c(c1)OCO3)CC(c1cccc(Nc3ccnc4cc(C(F)(F)F)ccc34)c1)N2 (stereo not drawn)	88.3	89.2	80.2	108.0	87.3	84.2	67.7	95.1
O=C(Nc1cc(C(F)(F)F)cc(C(F)(F)F)c1)N1CCN(c2cc(-c3cn(-c4ccccc4)nc3-c3cccc(O)c3)ccn2)CC1	85.7	91.3	99.9	87.2	108.3	106.3	89.3	101.9
Nc1n[nH]c2cc(F)c([C@@H]3Nc4c(F)cc5[nH]ncc5c4[C@H]4C5CCC(C5)[C@@H]34)cc12 (stereo partly drawn)	11.8	44.2	34.0	35.1	-0.2*	17.2	29.2	8.7*
Cc1ccc2ccccc2c1C[n+]1ccccc1	104.4	91.5	100.0	116.2	116.8	101.2	91.7	101.9
O=C1/C(=C/c2ccc(OCc3ccc(Cl)cc3)cc2)N=C2SCCCN12	102.8	97.1	104.5	122.5	121.9	119.7	103.1	117.5
NC1=NC(c2c[nH]c3ccccc23)C2=C(N1)c1ccccc1C2 (stereo not drawn)	89.8	nt	96.2	109.9	99.6	84.1	92.3	84.9
O=C(Nc1ccc2c(c1)C(N1CCOCC1)c1ccccc1-2)C(F)(F)F (stereo not drawn)	106.4	108.2	105.8	96.5	105.1	100.7	105.0	94.6
S=C(SCc1cc(Cl)cc2c1OCOC2)N1CCSCC1	89.5	85.5	95.2	102.2	105.5	91.2	91.8	102.1
COc1ccc(-c2nn(-c3ccccc3)cc2C2Nc3ccccc3S2)cc1 (stereo not drawn)	92.6	87.8	75.9	110.5	98.8	53.4	74.6	96.3
CCCCCCC1N=C(N)N=C(N)N1c1ccc(Cl)cc1 (stereo not drawn)	111.5	77.2	97.3	86.5	85.4	71.6	60.9	92.1
COc1ccc(C(=O)C(CCC(CNC(C)(C)C)C(=O)c2ccc(OC)cc2)CNC(C)(C)C)cc1 (stereo not drawn)	93.9	87.7	109.2	104.3	nt	115.7	72.3	98.9
O=C(Nc1ccc(S(=O)(=O)Nc2ncccn2)cc1)c1ccc(N=Cc2c(O)[nH]c3ccccc23)cc1	106.2	92.3	109.0	108.3	100.6	78.7	104.9	123.5

Bioassay records deposited in PubChem by NCI.
